Bioassay records: PubChem, several laboratories
SUMO1 PPI mod: alters human SUMO1 binding to SIM partners; actives 0.33% (n = 360,000); inhibition, % at 20 µM; SUMO1 binding to a labelled peptide, TR-FRET, 1 h; P63165; AID 602429; in the data active = inhibition above about 37%
Target sequence (P63165 whole entry, looked up): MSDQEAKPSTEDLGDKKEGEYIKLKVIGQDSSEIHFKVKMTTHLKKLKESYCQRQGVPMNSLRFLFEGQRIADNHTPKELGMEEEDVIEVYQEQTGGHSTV
eLon inh: inhibits E. coli Lon protease. P0A9M0. inhibition, % at 7.94 µM. actives 0.42% (n = 360,000). purified E. coli Lon protease, fluorescence polarization; in the data active = inhibition above about 13%, passing the limit was not always enough;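 note: 0% = enzyme with probe and DMSO and 100% = no enzyme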
Target sequence (P0A9M0 whole entry, looked up): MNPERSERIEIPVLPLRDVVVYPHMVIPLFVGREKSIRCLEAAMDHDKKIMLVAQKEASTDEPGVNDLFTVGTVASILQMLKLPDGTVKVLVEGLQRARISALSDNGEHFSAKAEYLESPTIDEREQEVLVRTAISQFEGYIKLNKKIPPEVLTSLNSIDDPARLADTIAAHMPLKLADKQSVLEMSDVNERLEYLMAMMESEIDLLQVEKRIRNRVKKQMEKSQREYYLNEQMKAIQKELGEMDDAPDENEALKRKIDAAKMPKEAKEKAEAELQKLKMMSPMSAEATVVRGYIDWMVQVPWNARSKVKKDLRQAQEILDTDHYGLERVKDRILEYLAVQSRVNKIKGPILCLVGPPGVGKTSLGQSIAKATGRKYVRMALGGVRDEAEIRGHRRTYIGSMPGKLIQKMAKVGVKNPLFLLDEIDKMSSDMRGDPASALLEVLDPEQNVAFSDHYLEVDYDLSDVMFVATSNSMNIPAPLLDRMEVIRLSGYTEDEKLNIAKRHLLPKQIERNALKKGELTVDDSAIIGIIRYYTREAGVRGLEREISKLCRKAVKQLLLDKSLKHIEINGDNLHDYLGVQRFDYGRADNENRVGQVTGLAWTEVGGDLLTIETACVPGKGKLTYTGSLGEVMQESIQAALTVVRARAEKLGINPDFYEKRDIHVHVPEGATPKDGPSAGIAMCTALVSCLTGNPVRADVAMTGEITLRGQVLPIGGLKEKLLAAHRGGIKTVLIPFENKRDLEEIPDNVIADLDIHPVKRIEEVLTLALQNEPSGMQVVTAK
MsrA inhibitor: inhibits bovine methionine sulfoxide reductase A. purified bovine MsrA, absorbance read-out. inhibition, % at 15.5 µM. actives 0.75% (n = 360,000); in the data active = inhibition above about 4.5%;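 note: 0% = vehicle wells with enzyme and 100% = reference inhibitor wells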
Scp1 inh: inhibitors of human Scp-1 phosphatase; Q9GZU7; Recombinant Scp1, phosphopeptide, malachite green phosphate absorbance; inhibition, % at 20 µM; actives 0.88% (n = 340,000);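 active = inhibition above about 50% at 20 µM, limit read from the data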;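 note: plate controls were DMSO wells with enzyme for no effect and wells lacking enzyme for full effect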
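Test system – truncated SCP-1 phosphatase (76-261aa) · Reagent – Phosphorylated 17-residue peptide substrate · Incubation – 45 min room-temperature reaction, 5 min colour, 30 min stabiliser · Detection – colorimetric phosphate reagent with accelerator and stabiliser, absorbance at 630 nm · Measure – % inhibition at 20 µM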
STEP inh: inhibitors of human striatal-enriched phosphatase STEP | inhibition, % at 20 µM | actives 0.25% (n = 360,000) | recombinant STEP, OMFP fluorogenic substrate, fluorescence;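 active = inhibition at 20 µM, scaled per plate between control wells, above about 37%, limit read from the data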;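 note: 0% = DMSO with enzyme and substrate and 100% = substrate only without enzyme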
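material = STEP tyrosine phosphatase | reagent = fluorogenic phosphatase substrate OMFP at 25 µM final | doses = single compound dose of 20 µM, 1% DMSO final | schedule = 20 min reaction, room temperature, in the dark | measured by = fluorescence, 480/540 nm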
Tb MetRS inh: blocks T. brucei methionyl-tRNA synthetase activity | purified T. brucei MetRS, ATP depletion, Kinase-Glo luminescence | inhibition, % at 11.9 µM | actives 0.4% (n = 360,000) | AID 624268;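 active = inhibition above a per-plate cutoff of the control wells' mean inhibition plus 3 SD, cut at about 5.5% in these data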;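 note: 0% = DMSO wells median and 100% = median of wells with control inhibitor compound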
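Material: parasite MetRS enzyme / Replication: singlicate, one well per compound / Signal: luminescence of leftover ATP / Schedule: 2 h aminoacylation at 25 °C after 15 min preincubation / Medium: HEPES-MgCl2-KCl buffer plus DTT, spermine, BSA, pyrophosphatase / Doses: 11.9 µM single point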
bovine MsrA act: activates bovine MsrA enzyme. actives 0.3% (n = 360,000). purified bovine MsrA, absorbance read-out. activation, % at 10.6 µM; in the data active = activation above about 7.5%;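 note: 0% = vehicle and 100% = reference activator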
LMPTP inh: LMPTP (human) inhibition; P24666; recombinant LMPTP-A, OMFP fluorogenic substrate, fluorescence intensity; inhibition, % at 20 µM; actives 0.22% (n = 360,000); AID 651560;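 active = compounds that cut the enzyme signal by at least half of the control window in the single-dose screen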;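 note: plate controls were DMSO wells with enzyme plus substrate for no effect and substrate without enzyme for full effect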
Target sequence (P24666 whole entry, looked up): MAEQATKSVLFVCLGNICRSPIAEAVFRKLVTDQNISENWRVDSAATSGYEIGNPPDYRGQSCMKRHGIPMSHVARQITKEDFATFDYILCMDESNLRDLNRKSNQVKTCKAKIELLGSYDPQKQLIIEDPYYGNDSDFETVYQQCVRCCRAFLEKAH
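Test system – LMPTP-A phosphatase enzyme · Quantity – 0.625 nM LMPTP-A final · Reagent – OMFP substrate, 400 µM final · Dosing – one test concentration per compound, 20 µM, with 3% DMSO overall · Timing – 50 min enzyme reaction at room temperature, protected from light · Detection – fluorescence intensity · Controls – substrate-only low control, DMSO enzyme-plus-substrate high control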
DNMT1 inh: inhibitors of human DNMT1; inhibition (reported as % activation of signal), % at 10 µM; DNMT1 molecular beacon, Hinp1I cleavage, fluorescence; AID 588458; P26358; actives 0.83% (n = 360,000); in the data active = inhibition above about 50%
NRP1-CendR mod: modulators of CendR peptide binding to human neuropilin-1 | FAM-RPARPAR peptide binding to NRP-1, fluorescence polarization | inhibition, % at 25 µM | actives 0.85% (n = 360,000);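 active = inhibition or corrected inhibition above about 18%, plus a signal ratio from 0.5 to 1.5, limit read from the data, passing the limit was not always enough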; note: strong numbers were not always called active
The depositor's hits bear a star.

Results for O=c1cc(N2CCc3ccccc32)[nH]c(=O)n1-c1ccc(Br)cc1 ?
SUMO1 PPI mod: -0.1; eLon inh: -1.9; MsrA inhibitor: 0.4; Scp1 inh: 0.3; STEP inh: -0.6; Tb MetRS inh: 0.4; bovine MsrA act: -8.3; LMPTP inh: -0.5; DNMT1 inh: -6.7; NRP1-CendR mod: -17.4

Results for Cc1cc(-c2nnc(SCc3ccccn3)o2)no1 ?
SUMO1 PPI mod: 1.8; eLon inh: -6.2; MsrA inhibitor: 1.4; Scp1 inh: -2.0; STEP inh: 1.1; Tb MetRS inh: -0.3; bovine MsrA act: -4.3; LMPTP inh: -0.2; DNMT1 inh: -1.7; NRP1-CendR mod: -0.4

How did CCC(CO)n1c(SCc2cc([N+](=O)[O-])cc3c2OCOC3)nc2ccccc2c1=O (centres undefined) do in these assays?
SUMO1 PPI mod: -18.9; eLon inh: 8.8; MsrA inhibitor: 0.0; Scp1 inh: 3.8; STEP inh: 0.4; Tb MetRS inh: -0.7; bovine MsrA act: -1.3; LMPTP inh: 2.0; DNMT1 inh: -4.3; NRP1-CendR mod: 1.4

What do the screens show for `O=C(c1ccc(Cl)c(S(=O)(=O)N2CCCCCC2)c1)N1CCOCC1`?
SUMO1 PPI mod: 0.0; eLon inh: 12.2; MsrA inhibitor: 0.6; Scp1 inh: -4.9; STEP inh: 0.8; Tb MetRS inh: 1.6; bovine MsrA act: -1.2; LMPTP inh: 0.2; DNMT1 inh: 0.7; NRP1-CendR mod: 10.3

How did Cc1cc(C(F)(F)F)nc(SCC(=O)NC2CCCCC2)n1 do in these assays?
SUMO1 PPI mod: -0.4; eLon inh: 4.8; MsrA inhibitor: -1.1; Scp1 inh: 9.1; STEP inh: 0.8; Tb MetRS inh: -0.9; bovine MsrA act: -5.5; LMPTP inh: -0.9; DNMT1 inh: 0.6; NRP1-CendR mod: -4.6

What do the screens show for `COc1cccc(CC(NC(C)=O)C(=O)NC2CCN(C(=O)c3ccc(Cl)cc3)CC2)c1OC` (centres undefined)?
SUMO1 PPI mod: 2.0; eLon inh: -1.1; MsrA inhibitor: -0.4; Scp1 inh: -4.4; STEP inh: 1.4; Tb MetRS inh: 0.2; bovine MsrA act: -4.1; LMPTP inh: 0.0; DNMT1 inh: 2.8; NRP1-CendR mod: 8.0

How did CN(c1ccccc1)S(=O)(=O)c1ccc(Cl)c(C(=O)Nc2ccccc2N2CCOCC2)c1 do in these assays?
SUMO1 PPI mod: 2.2; eLon inh: 1.1; MsrA inhibitor: 0.3; Scp1 inh: 1.0; STEP inh: 3.1; Tb MetRS inh: -0.3; bovine MsrA act: -4.2; LMPTP inh: 0.0; DNMT1 inh: 0.1; NRP1-CendR mod: 7.3

What do the screens show for `CC(=O)N(C)c1ccc(NS(=O)(=O)c2cccc3nsnc23)cc1`?
SUMO1 PPI mod: -3.0; eLon inh: 3.2; MsrA inhibitor: 0.7; Scp1 inh: -5.2; STEP inh: -5.8; Tb MetRS inh: -0.6; bovine MsrA act: -3.0; LMPTP inh: -1.1; DNMT1 inh: -2.1; NRP1-CendR mod: 1.2

What do the screens show for `O=C(NCc1ccco1)c1ccc(COc2cccc3ccccc23)cc1`?
SUMO1 PPI mod: -2.2; eLon inh: -7.7; MsrA inhibitor: -1.0; Scp1 inh: -8.2; STEP inh: 0.3; Tb MetRS inh: -0.8; bovine MsrA act: 0.5; LMPTP inh: 4.5; DNMT1 inh: -21.0; NRP1-CendR mod: -7.6

Results for Cc1ccc(C)n1-c1cccc(S(=O)(=O)N2CCOCC2)c1 ?
SUMO1 PPI mod: 3.6; eLon inh: -3.8; MsrA inhibitor: -0.6; Scp1 inh: -4.1; STEP inh: 3.2; Tb MetRS inh: -0.5; bovine MsrA act: -2.3; LMPTP inh: 0.4; DNMT1 inh: 1.1; NRP1-CendR mod: -15.2

How did COc1ccc2oc(C(=O)OCC(=O)NCc3ccccc3OC)c(C)c2c1 do in these assays?
SUMO1 PPI mod: -2.0; eLon inh: -5.5; MsrA inhibitor: -0.2; Scp1 inh: -0.8; STEP inh: -0.1; Tb MetRS inh: -0.4; bovine MsrA act: -0.4; LMPTP inh: 1.5; DNMT1 inh: 21.2; NRP1-CendR mod: -7.5

Results for CCCc1cc(=O)oc2cc(OC3CCCCC3=O)ccc12 (centres undefined) ?
SUMO1 PPI mod: -5.5; eLon inh: 1.9; MsrA inhibitor: 0.4; Scp1 inh: -16.3; STEP inh: 0.0; Tb MetRS inh: 0.2; bovine MsrA act: -3.1; LMPTP inh: -1.4; DNMT1 inh: 3.0; NRP1-CendR mod: -7.6

How did Cc1cccn2c(=O)c(C=Nc3ccc(Cl)cc3)c(NCCO)nc12 do in these assays?
SUMO1 PPI mod: -5.8; eLon inh: 3.9; MsrA inhibitor: 0.9; Scp1 inh: -4.3; STEP inh: -0.2; Tb MetRS inh: 0.5; bovine MsrA act: -2.9; LMPTP inh: -1.1; DNMT1 inh: -2.3; NRP1-CendR mod: -14.4

How did O=C(/C=C/c1ccccc1)N1CCN(CCN2C(=O)c3cccc4cccc(c34)C2=O)CC1 do in these assays?
SUMO1 PPI mod: -16.7; eLon inh: -9.3; MsrA inhibitor: -1.2; Scp1 inh: -1.9; STEP inh: 8.2; Tb MetRS inh: 1.4; bovine MsrA act: -3.9; LMPTP inh: 4.6; DNMT1 inh: -13.8; NRP1-CendR mod: 6.6

Results for CCCNC(=S)N1CC2(C)CN(C(=O)C(=O)OC)CC(C)(C1)C2=O ?
SUMO1 PPI mod: 2.1; eLon inh: -1.3; MsrA inhibitor: 0.4; Scp1 inh: 1.6; STEP inh: -0.7; Tb MetRS inh: -0.1; bovine MsrA act: -5.2; LMPTP inh: -1.4; DNMT1 inh: 0.7; NRP1-CendR mod: -2.2

Quoted at random: two records from the list
Results for CCCNC(=S)N1CC2(C)CN(C(=O)C(=O)OC)CC(C)(C1)C2=O ?
SUMO1 PPI mod: 2.1; eLon inh: -1.3; MsrA inhibitor: 0.4; Scp1 inh: 1.6; STEP inh: -0.7; Tb MetRS inh: -0.1; bovine MsrA act: -5.2; LMPTP inh: -1.4; DNMT1 inh: 0.7; NRP1-CendR mod: -2.2

How did O=C(/C=C/c1ccccc1)N1CCN(CCN2C(=O)c3cccc4cccc(c34)C2=O)CC1 do in these assays?
SUMO1 PPI mod: -16.7; eLon inh: -9.3; MsrA inhibitor: -1.2; Scp1 inh: -1.9; STEP inh: 8.2; Tb MetRS inh: 1.4; bovine MsrA act: -3.9; LMPTP inh: 4.6; DNMT1 inh: -13.8; NRP1-CendR mod: 6.6

(listing goes on)
How did O=C(COC(=O)c1ccc(Cl)nc1)Nc1ccccc1OC(F)F do in these assays?
SUMO1 PPI mod: 1.6; eLon inh: 1.8; MsrA inhibitor: 2.0; Scp1 inh: -5.2; STEP inh: -2.5; Tb MetRS inh: -0.7; bovine MsrA act: -2.9; LMPTP inh: -2.3; DNMT1 inh: 0.3; NRP1-CendR mod: -7.0

Results for Cc1cc(C)cc(NC(=O)CN2CCN(c3ncccn3)CC2)c1 ?
SUMO1 PPI mod: 1.5; eLon inh: -11.6; MsrA inhibitor: 0.2; Scp1 inh: -2.0; STEP inh: -0.6; Tb MetRS inh: -0.5; bovine MsrA act: 2.2; LMPTP inh: 0.5; DNMT1 inh: 2.1; NRP1-CendR mod: 4.5

Results for COC(=O)c1ccc(C)c(NC(=O)c2ccc(Cl)c([N+](=O)[O-])c2)c1 ?
SUMO1 PPI mod: -8.9; eLon inh: -9.0; MsrA inhibitor: 0.4; Scp1 inh: 0.0; STEP inh: -0.3; Tb MetRS inh: -0.4; bovine MsrA act: -3.0; LMPTP inh: -1.8; DNMT1 inh: 0.0; NRP1-CendR mod: -9.1

Results for O=C(O)c1ccccc1NS(=O)(=O)c1ccc(NN=Cc2ccccc2F)c([N+](=O)[O-])c1 ?
SUMO1 PPI mod: 2.3; eLon inh: -20.2; MsrA inhibitor: 5.3*; Scp1 inh: 43.5; STEP inh: 3.0; Tb MetRS inh: -0.4; bovine MsrA act: -6.8; LMPTP inh: 3.9; DNMT1 inh: -7.8; NRP1-CendR mod: -34.4

Results for COCc1cc(C)n(CC(=O)Nc2ccc(Cl)cc2Cl)c(=O)c1C#N ?
SUMO1 PPI mod: -0.3; eLon inh: -2.4; MsrA inhibitor: 1.4; Scp1 inh: -2.2; STEP inh: 0.4; Tb MetRS inh: -0.5; bovine MsrA act: 0.4; LMPTP inh: -0.4; DNMT1 inh: -3.6; NRP1-CendR mod: 11.5

What do the screens show for `O=C(NC1CCCCCC1)c1ccc2c(=O)n3c(nc2c1)CCCCC3`?
SUMO1 PPI mod: -0.1; eLon inh: -1.8; MsrA inhibitor: 0.6; Scp1 inh: 1.7; STEP inh: 1.6; Tb MetRS inh: -2.0; bovine MsrA act: -8.5; LMPTP inh: -0.9; DNMT1 inh: 1.8; NRP1-CendR mod: -6.1

How did CC1(C)CC(=O)C(C=NCCN2CCN(C(=O)NC34CC5CC(CC(C5)C3)C4)CC2)=C(O)C1 do in these assays?
SUMO1 PPI mod: 27.6; eLon inh: 14.2; MsrA inhibitor: 0.1; Scp1 inh: -3.6; STEP inh: 8.4; Tb MetRS inh: -0.8; bovine MsrA act: -3.8; LMPTP inh: -2.0; DNMT1 inh: -2.9; NRP1-CendR mod: -3.9

What do the screens show for `CCOC(=O)N1CCN(C(=S)Nc2ccc(C)c(C)c2)CC1`?
SUMO1 PPI mod: -2.7; eLon inh: -2.3; MsrA inhibitor: -0.3; Scp1 inh: 0.6; STEP inh: 13.4; Tb MetRS inh: -0.1; bovine MsrA act: -5.3; LMPTP inh: -1.2; DNMT1 inh: 4.5; NRP1-CendR mod: 4.7

Results for CC1CCCN(CCCNC(=O)c2cn(C)c3ccc(S(=O)(=O)N(C)C4CCCCC4)cc3c2=O)C1 (centres undefined) ?
SUMO1 PPI mod: 5.3; eLon inh: -6.6; MsrA inhibitor: -0.4; Scp1 inh: -2.2; STEP inh: 0.9; Tb MetRS inh: -0.1; bovine MsrA act: 3.1; LMPTP inh: -1.1; DNMT1 inh: 0.9; NRP1-CendR mod: -13.5

Results for CCCOC(=O)c1c(N)sc(C(=O)OCC)c1C ?
SUMO1 PPI mod: 3.4; eLon inh: 14.5; MsrA inhibitor: -2.3; Scp1 inh: -6.3; STEP inh: 0.1; Tb MetRS inh: -1.2; bovine MsrA act: -10.9; LMPTP inh: 1.5; DNMT1 inh: 4.3; NRP1-CendR mod: 11.4

What do the screens show for `CCOC(=O)CN1C(=O)N(CC(=O)OCC)C(c2ccccc2)(c2ccccc2)C1=O`?
SUMO1 PPI mod: 3.6; eLon inh: -6.2; MsrA inhibitor: 0.2; Scp1 inh: -7.0; STEP inh: -3.8; Tb MetRS inh: -2.4; bovine MsrA act: -8.7; LMPTP inh: -0.9; DNMT1 inh: 4.7; NRP1-CendR mod: -8.0
